# GLD-1 RNA inh: GLD-1-TGE RNA interaction inhibition (C. elegans); inhibition, % at 5.96 µM; Q17339; 320,000 compounds, 0.44% hits; purified GLD-1 + fluorescein TGE RNA, fluorescence polarization;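 active = percent inhibition above a per-plate cutoff, the plate mean of test compounds plus 3 SD, cut at about 30% in these data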;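 note: 0% = DMSO wells with GLD-1 and probe and 100% = wells lacking GLD-1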
# Target sequence (Q17339 whole entry, looked up): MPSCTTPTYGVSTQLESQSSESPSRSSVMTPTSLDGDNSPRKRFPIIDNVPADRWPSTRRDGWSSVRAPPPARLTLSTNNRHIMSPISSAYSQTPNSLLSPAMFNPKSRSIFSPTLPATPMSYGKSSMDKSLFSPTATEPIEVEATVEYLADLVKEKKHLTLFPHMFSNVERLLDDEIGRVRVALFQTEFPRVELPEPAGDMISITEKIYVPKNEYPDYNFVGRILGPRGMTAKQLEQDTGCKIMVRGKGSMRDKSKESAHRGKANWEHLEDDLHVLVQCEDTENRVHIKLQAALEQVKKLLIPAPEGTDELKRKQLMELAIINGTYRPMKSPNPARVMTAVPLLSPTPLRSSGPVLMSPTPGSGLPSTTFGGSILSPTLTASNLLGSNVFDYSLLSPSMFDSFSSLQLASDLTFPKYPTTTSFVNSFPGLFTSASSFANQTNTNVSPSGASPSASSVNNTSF
# PME-1 inh: PME-1 (human) inhibition | Q9Y570 | recombinant PME-1, FP-Rh probe fluorescence polarization | inhibition, % at 5.9 µM | 320,000 compounds, 0.53% hits | AID 2130;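 active = inhibition above the campaign mean of all compounds plus 3 SD, cut at about 26% in these data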;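 note: competitive labeling of PME-1 active site by serine hydrolase directed probe; 0% = PME-1 with DMSO and 100% = wells lacking PME-1 enzyme; inhibitors block probe labeling so polarization falls and inhibition rises; many of its hits are not listed in these tables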
# MCL1-BIM inh: MCL1-BIM-BH3 interaction inhibition (human); inhibition, % at 10.9 µM; 320,000 compounds, 0.68% hits; AID 2057; GST-MCL1 / FITC-Bim-BH3 fluorescence polarization;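 active = inhibition above the mean inhibition of all tested compounds plus 3 SD, set per campaign, cut at about 40% in these data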;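 note: 0% = DMSO wells and 100% = unlabeled Bim-BH3 peptide control; higher means more loss of mP so more displacement of Bim peptide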
# pPAFAH FP inh: inhibitors of human plasma PAF acetylhydrolase (pPAFAH); inhibition, % at 3.39 µM; 330,000 compounds, 1.5% hits; Q13093; recombinant pPAFAH, FP-rhodamine probe fluorescence polarization;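 active = inhibition above the mean inhibition across the screen plus 3 SD, cut at about 25% in these data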;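 note: inhibitors block binding of the rhodamine activity-based probe so polarization drops; 0% = enzyme with DMSO and 100% = wells lacking pPAFAH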
# AHR act: human AHR activation; P35869; AHR-responsive luciferase reporter cells, luminescence; activation, % at 5 µM; 320,000 compounds, 2.5% hits; in the data active = activation above about 47%;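 note: 0% = vehicle wells and 100% = reference agonist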
# Bcl-xL primary: blocks human Bcl-xL binding to Bim BH3 peptide. AID 2129. inhibition, % at 10.9 µM. 320,000 compounds, 0.7% hits. GST-Bcl-xL / FITC-Bim BH3 peptide fluorescence polarization. Q07817;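 active = inhibition above the mean of all tested compounds plus 3 SD, cutoff set per campaign, cut at about 30% in these data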;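 note: 0% = DMSO wells and 100% = unlabeled Bim-BH3 peptide competitor; inhibitors lower millipolarization by displacing the labeled peptide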
# Target sequence (Q07817 whole entry, looked up): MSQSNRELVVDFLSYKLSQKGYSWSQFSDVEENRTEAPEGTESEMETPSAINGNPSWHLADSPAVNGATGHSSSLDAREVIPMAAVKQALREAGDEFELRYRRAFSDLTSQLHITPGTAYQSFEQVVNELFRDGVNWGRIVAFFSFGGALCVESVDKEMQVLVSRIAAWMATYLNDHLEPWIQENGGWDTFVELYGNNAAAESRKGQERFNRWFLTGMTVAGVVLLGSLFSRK
# MEX-5 binding: C. elegans MEX-5 TCR-2 RNA binding activity. Q9XUB2. MEX-5/FITC-TCR2 RNA binding, fluorescence polarization; active compounds read low. activity score (negative = inhibition of binding), % at 10 µM. 300,000 compounds, 0.38% hits. AID 1832;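 active = inhibition past about -25% in most replicates, and total fluorescence under double the plate's negative control median, limit read from the data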;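 note: 0% = DMSO and -100% = 5 µM competing unlabeled TCR2 RNA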
# Fam108B inh: blocks mouse Fam108B hydrolase in RBBP9 counter-screen | inhibition, % at 9.51 µM | recombinant Fam108B, FP-Rh probe fluorescence polarization | 300,000 compounds, 0.33% hits | AID 1947;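 active = inhibition above the screen mean inhibition plus 3 SD, computed separately per campaign, cut at about 18% in these data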;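 note: inhibitors lower polarization as less probe binds the enzyme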
# PAFAH1B2 FP inh: inhibitors of human PAFAH1B2. inhibition, % at 3.39 µM. 340,000 compounds, 1.2% hits. recombinant PAFAH1B2, FP-rhodamine activity probe, fluorescence polarization. P68402;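 active = inhibition above the mean of all tested compounds plus 3 SD, cut at about 24% in these data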;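 note: 0% = enzyme with DMSO and 100% = wells lacking PAFAH1B2; many of its hits are not listed in these tables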
# Target sequence (P68402 whole entry, looked up): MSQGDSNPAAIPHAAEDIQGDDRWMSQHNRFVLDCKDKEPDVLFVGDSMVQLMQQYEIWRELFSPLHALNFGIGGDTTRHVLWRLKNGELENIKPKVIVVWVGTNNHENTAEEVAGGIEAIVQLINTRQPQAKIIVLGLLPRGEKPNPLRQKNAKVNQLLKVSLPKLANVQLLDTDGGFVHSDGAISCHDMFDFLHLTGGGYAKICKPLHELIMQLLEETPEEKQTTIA
# * hit, by the source's call; . = no result given.
molecule,MEX-5 binding,MCL1-BIM inh,pPAFAH FP inh,PAFAH1B2 FP inh,Bcl-xL primary,GLD-1 RNA inh,Fam108B inh,AHR act,PME-1 inh
Cc1ccc(N(CCC#N)C(=O)COC(=O)C2CCN(S(=O)(=O)c3ccc4c(c3)OCCO4)CC2)cc1,-0.4,-0.1,17.4,1.8,1.5,7.5,1.0,0.4,10.3
Cc1c(C(=O)Nc2ccc(S(=O)(=O)Nc3ncccn3)cc2)oc2ccccc12,.,14.7,8.8,-4.9,8.1,-0.6,.,14.5,-4.9
CCN(CC)CC(=O)N1c2ccccc2Sc2ccccc21,0.8,-1.7,2.0,4.3,6.2,-4.6,0.1,2.2,-6.2
O=C(CN1CCCC1)Nc1ccccc1C(=O)c1ccccc1,-1.1,-7.3,5.7,-2.7,4.0,-1.2,-4.2,1.4,-6.5
CC1CC(C)CN(C(=O)COc2ccc(-c3nnco3)cc2)C1 (stereo not given),-1.0,7.4,-1.0,4.5,5.0,0.9,-0.2,-1.1,6.5
C#CCOCCOCCOCCNc1nc(N2CCN(C(=O)[C@H](CCCN=C(N)N)n3cc(C(N)[C@@H](C)CC)nn3)CC2)nc(N2CCN(C(=O)[C@H](CCCCN)n3cc([C@@H](N)CC(N)=O)nn3)CC2)n1 (stereo not given in full),.,.,-1.9,0.9,.,3.5,.,-1.2,.
Cc1ccc(-c2nnn(CC(=O)N(c3ccccc3F)C(C(=O)NC3CCCC3)c3ccco3)n2)o1 (stereo not given),0.1,4.9,0.9,-3.2,4.7,4.4,3.6,-0.8,0.8
COc1ccc(C2=NOC(C(=O)N3CCOCC3)C2)cc1OC (stereo not given),1.8,4.9,0.1,2.6,1.0,4.3,2.5,7.8,0.7
CN(C)C(=O)c1cc(Cl)ccc1Sc1cc(Cl)ccc1Cl,1.0,-5.5,3.1,0.4,3.7,3.0,0.2,-3.0,0.2
COc1ccc(N2C(=O)c3ccc(C(=O)OC(C)C)cc3C2=O)cc1,-3.1,0.3,2.5,-1.6,1.6,7.7,7.0,3.7,-0.9
Cc1cccc(-c2nc(CS(=O)CC(=O)N3CCc4ccccc4C3)c(C)o2)c1 (stereo not given),0.3,11.9,-0.1,13.9,12.3,7.0,1.5,4.1,-2.6
CC(C)Sc1nnc(CNC(=O)C23CC4CC(CC(C4)C2)C3)n1Cc1ccccc1,-1.9,-8.1,1.0,7.9,-0.7,0.4,0.1,7.0,-0.3
CSc1ccc(N2CCN(CCCNC(=O)Nc3ccccc3F)CC2)cc1,0.9,-1.4,6.6,4.7,2.4,3.0,-5.7,1.1,-7.5
CC1(C)Cc2c(C#N)c(NCc3ccco3)nc(-c3ccco3)c2CO1,0.6,14.9,8.2,0.9,17.7,13.9,-7.2,4.6,-6.7
CCOc1ccccc1N1CCN(C(=O)c2cc3cc(OC)ccc3[nH]2)CC1,1.4,-4.0,13.3,0.9,5.4,-1.6,3.8,18.6,3.9
COc1ccc(C2=NS(=O)(=O)N(C)C(C(=O)Nc3ccc(C(C)=O)cc3)=C2)cc1OC,4.8,6.7,8.4,2.0,4.8,-7.0,3.2,3.4,7.9
O=C(CCCN1C(=O)c2ccccc2C1=O)Nc1ccc2c(c1)OCCO2,-1.1,-1.4,-3.9,-0.1,-3.0,4.7,-3.2,0.8,4.5
CCOC(=O)C1(Cc2cccc(OC)c2)CCN(Cc2ccc(C)s2)CC1,-0.1,2.9,5.8,-1.2,-3.9,2.6,1.2,25.8,4.6
Clc1ccc(C[n+]2csc3ccccc32)cc1,.,5.1,3.0,6.6,-0.8,5.3,-1.7,6.9,7.0
Cc1nc2ccccn2c1/C(O)=C1\C(=O)C(=O)N(CCCN(C)C)C1c1ccc(F)cc1 (stereo not given),.,3.2,-1.6,.,7.2,6.7,0.8,-0.7,-6.9
O=S(=O)(NN=C1CCCCCC1)c1ccccc1,0.3,5.9,-3.1,1.0,1.5,1.2,-1.2,3.2,-7.8
CSc1ncc(C(=O)Nc2cccc(S(N)(=O)=O)c2)n1-c1ccccc1,-2.4,2.0,2.1,3.4,-0.8,0.4,-1.0,-1.2,3.2
Cc1[nH]c(C)c(S(=O)(=O)N(Cc2ccccc2)C(C)(C)C)c1C(=O)N1CCCC1,1.4,-12.1,-2.8,3.7,-6.0,5.5,-2.9,0.8,0.8
C=C/C(C)=C/CC1C(=C)CCC2C(C)(C(=O)O)CCCC12C (stereo not given),-0.6,0.0,5.5,1.9,-0.1,0.8,3.4,-0.7,-7.5
C/C(NC(=O)c1cccc(F)c1)=C1/C(=O)C[C@@H]2[C@H]1C2(C)C,2.0,6.5,11.1,-1.3,0.4,1.5,3.5,-3.1,7.9
CC(=O)NC(c1ccc([N+](=O)[O-])cc1)c1c(O)ccc2ccccc12 (stereo not given),0.1,5.4,0.7,2.1,7.0,4.3,-2.4,-3.3,1.7
Cc1nn(CC(=O)NCCCN2CC(C)CC(C)C2)c(=O)c2cccn12 (stereo not given),-2.7,2.7,4.6,2.6,2.0,-1.9,-0.4,1.0,6.0
CCOC(=O)c1c(N)sc(C(=O)Nc2ccc3c(c2)OCO3)c1C,-0.7,9.1,11.1,0.7,9.5,-1.6,5.1,3.1,3.9
CC1Cc2ccccc2N1C(=O)CO/N=C/c1ccccc1OC(F)F (stereo not given),-0.3,1.6,-2.9,0.5,1.7,-5.7,1.1,0.9,3.6
Cn1cnc2c(N3CCCCC3)nccc21,1.6,-2.6,2.4,5.8,-1.6,4.1,-5.6,5.0,-1.6

# Four compounds picked at random from the list so far, as already listed:
molecule,MEX-5 binding,MCL1-BIM inh,pPAFAH FP inh,PAFAH1B2 FP inh,Bcl-xL primary,GLD-1 RNA inh,Fam108B inh,AHR act,PME-1 inh
CCOC(=O)c1c(N)sc(C(=O)Nc2ccc3c(c2)OCO3)c1C,-0.7,9.1,11.1,0.7,9.5,-1.6,5.1,3.1,3.9
Cn1cnc2c(N3CCCCC3)nccc21,1.6,-2.6,2.4,5.8,-1.6,4.1,-5.6,5.0,-1.6
C=C/C(C)=C/CC1C(=C)CCC2C(C)(C(=O)O)CCCC12C (stereo not given),-0.6,0.0,5.5,1.9,-0.1,0.8,3.4,-0.7,-7.5
CSc1ncc(C(=O)Nc2cccc(S(N)(=O)=O)c2)n1-c1ccccc1,-2.4,2.0,2.1,3.4,-0.8,0.4,-1.0,-1.2,3.2

# Next compounds follow:
molecule,MEX-5 binding,MCL1-BIM inh,pPAFAH FP inh,PAFAH1B2 FP inh,Bcl-xL primary,GLD-1 RNA inh,Fam108B inh,AHR act,PME-1 inh
COC(=O)c1cc(S(=O)(=O)N2CCCC2=O)c(Cl)cc1Cl,1.7,2.1,-9.6,-0.1,-8.2,6.7,-5.6,3.5,0.2
O=Cc1sc(N2CCOCC2)nc1-c1ccccc1,0.1,-5.1,2.1,.,-1.4,7.0,-0.4,5.3,-2.0
CCC(C(=O)NCc1ccc(OC)cc1)n1nc(C)n2c(cc3occc32)c1=O (stereo not given),-1.0,2.3,-0.4,0.3,5.8,5.8,3.3,0.8,-2.2
CC(NC(=O)Cc1ccc(NC2=NC3CS(=O)(=O)CC3S2)cc1)c1ccccc1 (stereo not given),1.7,7.3,-2.2,1.6,4.3,1.9,0.0,0.7,-2.6
COc1ccc(CN(CC(=O)NC2CCCC2)C(=O)CCC(=O)Nc2nccs2)cc1,-2.2,2.5,0.5,-0.9,0.8,-2.4,-2.7,1.8,1.4
CC(C1CC2CCC1C2)n1c(COc2ccccc2F)nnc1SCC(N)=O (stereo not given),-0.9,-6.6,2.5,10.2,-8.0,-1.4,1.3,0.0,-2.6
Fc1ccc(/C=N/Nc2nn[nH]n2)cc1,-1.3,2.7,0.5,8.0,1.3,3.4,0.4,1.7,3.7
CC(=O)c1c(-c2ccc(C)cc2)nc2c3ccccc3ccn12,1.2,4.5,0.0,-3.7,5.6,2.1,-2.5,58.8*,12.1
CC(C)=CC(=O)N1CCC(N2CCC(C(=O)N3CCOCC3)CC2)CC1,-3.0,3.8,6.6,1.3,8.3,5.7,-0.1,0.2,-5.3
CC(=O)N1c2ccccc2-c2nc3ccccc3n2C1C (stereo not given),2.8,10.7,3.4,4.8,9.9,1.4,-1.5,7.7,-4.9
O=C1CN(C(=O)CSc2nnnn2C2CC2)c2ccccc2N1,.,-2.7,4.4,3.5,-2.6,-0.2,.,6.8,4.8
COc1ccc(N(CC(=O)NCC2CCCO2)S(=O)(=O)c2ccc(C)cc2)cc1OC (stereo not given),1.2,3.8,5.0,3.1,8.4,5.4,-0.8,1.6,2.4
COc1ccc(NS(=O)(=O)c2cccc(NC(=O)C34CCC(CC3)C4)c2)cc1,-1.2,15.7,26.0*,7.3,6.6,5.6,-4.1,-0.7,5.9
c1ccc(-n2c(-c3ccco3)nnc2N2CCOCC2)cc1,2.6,-4.4,11.3,5.3,-3.2,5.7,6.0,0.9,4.2
CNC(=O)/C(C#N)=C/c1ccc(-c2nc3ccccc3s2)o1,-67.3*,11.4,0.0,.,9.7,6.1,0.2,13.5,1.6
CCN1CCCC1CNC(=O)c1csc2c1CCCC2 (stereo not given),0.9,0.9,-5.6,-0.3,10.2,0.8,-0.7,2.0,-6.0
O=C(Nc1nnc(-c2cccs2)o1)c1cccc(Oc2ccccc2)c1,.,2.6,9.9,3.0,3.4,0.5,-0.5,4.0,-9.2
CCOC(=O)C1(Cc2cccc(Cl)c2)CCCN(C(=O)c2ccc(COC)s2)C1 (stereo not given),-0.5,4.8,-6.3,-0.9,3.6,-6.0,2.5,12.1,3.8
CC(=O)Nc1ccc(OCCC[n+]2ccccc2)cc1,2.6,-4.4,3.4,6.5,1.7,-0.9,-4.0,-0.8,-5.2
COc1nccnc1NS(=O)(=O)c1ccc(NC(=S)NC(=O)/C=C/c2ccc(F)cc2)cc1,-4.5,8.1,4.3,18.2,1.5,0.5,-6.6,-3.9,-2.4
CCOCCCn1c(=S)[nH]c2cc(C(=O)NC3CCCCC3C)ccc2c1=O (stereo not given),-1.0,-0.9,-13.4,-1.8,-4.4,1.0,-8.0,0.5,-7.3
O=C(CN1CCOCC1)Nc1cccc(Cl)c1Cl,0.6,-0.8,-2.9,-1.0,-0.2,5.1,-2.3,-1.0,0.5
CC1CN(C(=O)N2c3ccccc3Sc3ccccc32)C(C)CC1=O (stereo not given),3.2,3.7,2.7,10.7,5.9,-0.1,1.1,0.2,9.3
COC(=O)c1cccc(OCC(O)Cn2cnc3cc(C)c(C)cc32)c1 (stereo not given),1.0,4.4,4.1,5.7,3.2,0.2,0.7,4.7,24.4
COc1ccc(Cl)cc1NC(=O)COC(=O)Cc1cc(OC)c(OC)c(OC)c1,.,.,4.1,2.7,.,-2.6,.,3.9,.
COc1ccc(CC(=O)NC(C)c2nnc(SCC(=O)Nc3ccccc3F)n2C)cc1 (stereo not given),-0.1,-5.2,-1.2,0.8,1.2,6.2,-1.0,-0.3,-6.2
Cc1cc(C)cc(N2C(=O)CN(Cc3ccccc3)C2=S)c1,0.7,1.4,3.0,2.5,1.2,0.0,-3.8,1.6,0.4

# Screening results from PubChem.

# Not all compounds are listed. The share of hits here may be higher or lower than overall.
